RAD52 anneal inh – RAD52 DNA annealing inhibitors, primary screen, biochemical, FRET, single point, set 2; DNA repair protein RAD52 homolog (Homo sapiens), P43351; recombinant RAD52 DNA annealing, FRET fluorescence; inhibition, % at 18.7 µM; 360,000 compounds, 0.46% hits; AID 651710, 2012;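 active = every replicate showing at least 50% inhibition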
S100A4 inh HTS – inhibitors of S100A4-myosin IIA peptide binding, primary screen, biochemical, fluorescence polarization, TAMRA-MyoIIA peptide; Protein S100-A4 (Homo sapiens), P26447; 360,000 compounds, 0.14% hits; inhibition, % at 10.7 µM; AID 652163, 2013;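 active = mean inhibition of at least 70% across replicates, with every replicate also reaching that level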
Target sequence (P26447 whole entry, looked up): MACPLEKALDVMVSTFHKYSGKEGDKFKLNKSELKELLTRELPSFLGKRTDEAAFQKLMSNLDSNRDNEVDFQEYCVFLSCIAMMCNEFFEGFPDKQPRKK
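Material: S100A4 monomer protein | Medium: HEPES pH 7.2 with CaCl2, KCl, NaCl, DTT, Triton | Reagent: Labelled myosin peptide probe, 5 nM | Doses: One dose per compound | Times: 5 min incubation before reading | Benchmarks: Neutral control DMSO, positive control TFP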
E-sel inducer – E-selectin induction in HUVECs, primary screen, imaging, HUVEC, immunofluorescence imaging, single point. normalized: neutral wells 0, TNF-alpha wells 100. activation, % at 7.58 µM. AID 686992, 2013. P16581. 260,000 compounds, 0.37% hits;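 active = mean E-selectin-positive cell signal at least 10% of the positive control, reached in at least 60% of replicates, without over 20% cell loss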;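 also: in these data hits start at about 27%; measured in HUVEC primary endothelial cells; signal is the percent of cells scored E-selectin positive by PE staining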
Target sequence (P16581 whole entry, looked up): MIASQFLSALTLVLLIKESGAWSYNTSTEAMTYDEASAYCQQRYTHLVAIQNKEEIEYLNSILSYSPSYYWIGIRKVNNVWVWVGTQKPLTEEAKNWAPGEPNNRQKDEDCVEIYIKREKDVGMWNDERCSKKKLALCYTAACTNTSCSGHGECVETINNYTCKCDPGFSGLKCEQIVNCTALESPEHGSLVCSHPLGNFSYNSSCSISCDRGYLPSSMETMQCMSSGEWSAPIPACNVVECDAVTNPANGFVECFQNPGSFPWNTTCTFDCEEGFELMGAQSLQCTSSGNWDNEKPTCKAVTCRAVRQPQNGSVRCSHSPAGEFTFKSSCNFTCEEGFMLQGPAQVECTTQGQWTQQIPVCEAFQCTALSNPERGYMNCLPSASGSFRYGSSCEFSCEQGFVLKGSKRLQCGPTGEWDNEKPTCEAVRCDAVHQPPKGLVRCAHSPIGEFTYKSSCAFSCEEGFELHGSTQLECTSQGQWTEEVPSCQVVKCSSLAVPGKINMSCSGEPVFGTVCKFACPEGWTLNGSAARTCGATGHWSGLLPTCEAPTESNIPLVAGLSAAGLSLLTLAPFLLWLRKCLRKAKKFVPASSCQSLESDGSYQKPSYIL
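Material: HUVEC primary endothelial cells; Amount: 3,000 cells per well; Dosing: single concentration; Medium: EGM-2 growth medium on 0.1% gelatin-coated wells; Read-out basis: percent E-selectin-positive cells; Signal: immunofluorescence imaging; Control set: TNF-alpha, DMSO.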
RAD54 branch – inhibitors of human RAD54 branch migration, primary screen, biochemical, fluorescence, single point; inhibition, % at 10.4 µM; 360,000 compounds, 0.14% hits; DNA repair and recombination protein RAD54-like (Homo sapiens), Q92698; AID 602329, 2012; RAD54 Holliday junction branch migration, FAM/BHQ fluorescence;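 active = mean normalized replicate activity at least 40 and at least half of replicates scoring 40 or more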;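 also: 0% = median of neutral control wells and 100% = median of positive control wells; inhibitors cause a drop in the FAM fluorescence signal; in these data hits start at about 50%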
esBAF inh – Bmi1 luciferase reporter increase in mESCs, primary screen, esBAF inhibitor project, mouse ES cells, Bmi1 luciferase knock-in, single point | 24 h; 100% = twice the neutral-well signal | 350,000 compounds, 2% hits | reporter increase, % at 12.5 µM; in the data active = activation above about 40%;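 also: 0% = median of the plate's neutral control wells and 100% = double that signal; a rise in the Bmi1 reporter signal indicates esBAF inhibition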
FN deposit inh – inhibitors of fibronectin matrix deposition, primary screen, AH1F cells, Alexa488-fibronectin fluorescence, plate reader; AID 743247, 2014; 350,000 compounds, 0.086% hits; AH1F fibroblasts, overnight; inhibition, % at 12.6 µM;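 active = mean inhibition across replicates of 30% or more, regardless of how many single replicates reach that level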;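 also: positive control wells lacked labelled fibronectin entirely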
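Material: AH1F fibroblast monolayer depositing Alexa488-labelled fibronectin into matrix | Input: 10000 AH1F cells/well | Medium: DMEM plus 2% serum, read in PBS | Reagent: Alexa488-fibronectin, 24 nM final in well | Compound dosing: One dose per compound, pinned | Schedule: 1 h adhesion, overnight exposure | Measured by: Fluorescence at 485 nm excitation, 525 nm emission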
EWS-Fli block – EWS/Fli-driven NR0B1 reporter inhibitors, primary screen, A673 cells, NR0B1 luciferase, luminescence, MLPCN library; viability-normalised; inhibition, % at 12.6 µM; 350,000 compounds, 0.67% hits;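 active = mean inhibition of at least 50% after viability correction, with every replicate also passing that limit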;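 also: firefly luciferase signal divided by Alamar Blue viability fluorescence both relative to DMSO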
Xi reactivation – activators of inactive X chromosome reactivation, primary screen, imaging, XiGFP fibroblasts, GFP high-content imaging, set 2; XiGFP mouse fibroblasts, % GFP-positive cells imaging, 3 d; cells co-treated with 5-aza-dC sensitizer; scaled so ellipticine positive control = 100%; activation, % at 7.58 µM; 360,000 compounds, 0.055% hits;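 active = mean normalized replicate activation at least 10% and every replicate at or above 10%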;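 also: 0% = median of on-plate neutral control wells and 100% = ellipticine 6 µM median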
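material = 68-5-11 XiGFP fibroblast line | medium = DMEM plus 5-aza-dC sensitizer | schedule = 3 days compound exposure | benchmarks = positive control ellipticine, 6 µM final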
Numbers without * were called inactive; . = not tested or not shown.

SMILES	RAD52 anneal inh	S100A4 inh HTS	E-sel inducer	RAD54 branch	esBAF inh	FN deposit inh	EWS-Fli block	Xi reactivation
CCN1C(=O)[C@H]2[C@@H](c3ccc(OC)cc3)N[C@]3(CCCN(Cc4ccc(F)cc4)C3=O)[C@H]2C1=O	-5	3	-0.1	3	-3	-6	-8	-0.1
CC(=O)N1[C@@H]2c3cccc(=O)n3C[C@H]1[C@H](CO)[C@H]2C(=O)NCc1ccc(F)cc1	-17	.	0.1	-6	5	.	6	0.4
COc1cccc(/C=N/NC(=O)CN2CC(c3ccccc3)CC2=O)c1OC (configuration not stated)	-10	-5	.	.	.	3	4	0.0
C[C@@H]1CN([C@@H](C)CO)C(=O)Cc2cc(NS(=O)(=O)c3cn(C)cn3)ccc2O[C@@H]1CN(C)S(=O)(=O)c1ccc(F)cc1	23	-49	-0.3	.	-8	.	-8	-0.7
COc1ccccc1C(=O)NC1CCCCN(C)C1=O (configuration not stated)	-23	-23	0.2	.	.	-1	-9	0.0
CN1C(=O)c2cc(NS(=O)(=O)c3ccccc3F)ccc2OC[C@@H]2O[C@H](CC(=O)NC3Cc4ccccc4C3)CC[C@@H]21	15	-4	0.2	-3	16	-8	0	0.0
CCCN(C(=O)COC(=O)CC1CCCCC1)c1c(N)n(Cc2ccccc2)c(=O)[nH]c1=O	-7	0	.	.	.	-3	-1	0.3
CC(C)(C)[C@H]1COC(=O)[C@@H](Cc2ccc(F)cc2)CC/C=C/C[C@@H](CC(=O)N[C@H](CO)Cc2ccccc2)C(=O)N1	-6	0	0.2	-9	3	18	6	-0.1
COC(=O)[C@]12C[C@H](CC(=O)N3CCN(C(=O)C4CC4)CC3)C(=O)N(Cc3ccccc3)C1=C[C@H](C(C)C)O[C@@H]2C1CC1	-1	14	0.1	.	.	0	0	0.0
O=C(C1CC1)N1CC(=O)N2[C@H](CO)[C@H](c3ccc(C#CC4CCCC4)cc3)[C@H]2C1	12	1	0.4	.	.	-7	-3	-0.1
O=C(Nc1cccc(-c2nc3ccccc3o2)c1)c1cccnc1	-31	3	.	.	.	.	-16	0.1
Cc1cccc(NC(=S)N2CCCCCC2)c1C	-8	-3	0.0	-5	4	5	.	-0.1
COc1cccc(NC(=O)CSC2=NN3CCCC(=O)N=C3S2)c1	-10	-1	.	-2	-2	5	1	.
C[C@H](CO)N1C[C@H](C)[C@H](CN(C)Cc2ccc(C(=O)Nc3ccccc3N)cc2)Oc2c(NS(=O)(=O)c3cccs3)cccc2C1=O	-2	-2	-16	13	-19	.	22	0.0
CCC(=O)OCC(=O)Nc1ccc([N+](=O)[O-])cc1OC	4	1	-0.4	.	-12	-3	-1	0.0
Cc1ccc(-c2csc(NC(=O)C3CC(=O)N(Cc4ccco4)C3)n2)cc1 (configuration not stated)	-6	-4	-0.1	1	2	0	7	0.0
COc1cc(OC)cc(-c2nnc(SCc3cccnc3)o2)c1	10	0	.	8	29	.	-27	.
CCN(CC)C(=O)C1=C(C)N(CCCOC)C(=O)C(CC(=O)NC2CCCC2)C1 (configuration not stated)	-12	2	-0.2	5	-5	8	0	-0.1
C[C@@H]1CN([C@@H](C)CO)C(=O)c2cc(C3=CCCCC3)cnc2O[C@H]1CN(C)C(=O)Nc1ccc(F)cc1	10	-1	0.7	8	11	5	3	0.8
O=C(c1ccc(-c2ccccc2Cl)o1)N1CCCCCCC1	-11	-2	-2.1	-3	54*	-4	-59	0.0
CC1(c2ccc(OC(F)F)cc2)NC(=O)N(CC(=O)Nc2cccc(F)c2)C1=O (configuration not stated)	-12	-3	.	8	-11	4	2	0.1
COc1ccc(NC(=O)C(=O)NNC(=O)COc2ccc(Cl)cc2)c(OC)c1	-9	-13	-0.3	-11	.	-8	.	-0.1
C[C@@H]1CN([C@H](C)CO)C(=O)c2cc(C3=CCCCC3)cnc2O[C@@H]1CN(C)Cc1ccccn1	0	6	2.0	-8	-1	-4	-17	-0.1
Cc1c(NC(=O)CSc2nnc(-c3ccccc3F)o2)c(=O)n(-c2ccccc2)n1C	-35	8	.	0	-1	-13	2	0.3
COc1ccc(CN(C)C[C@H]2Oc3c(NC(=O)c4ccc(-c5nccs5)cc4)cccc3C(=O)N([C@@H](C)CO)C[C@@H]2C)cc1	11	-15	.	-18	11	.	5	-0.7

Two entries from above, with values under each structure.
Order of values: RAD52 anneal inh	S100A4 inh HTS	E-sel inducer	RAD54 branch	esBAF inh	FN deposit inh	EWS-Fli block	Xi reactivation
O=C(C1CC1)N1CC(=O)N2[C@H](CO)[C@H](c3ccc(C#CC4CCCC4)cc3)[C@H]2C1
    12	1	0.4	.	.	-7	-3	-0.1
O=C(Nc1cccc(-c2nc3ccccc3o2)c1)c1cccnc1
    -31	3	.	.	.	.	-16	0.1

Next results follow:
SMILES	RAD52 anneal inh	S100A4 inh HTS	E-sel inducer	RAD54 branch	esBAF inh	FN deposit inh	EWS-Fli block	Xi reactivation
Cc1cccc(NC(=O)CN2C(=O)NC3(CCCCCCC3)C2=O)c1C	-5	-7	0.1	3	2	7	8	0.2
O=C(CN1CCCCCC1)Nc1c(Cl)cc(Cl)cc1Cl	-1	-7	.	-1	20	2	-63	0.1
COc1ccc(CNc2nc3nc(C)c(Cl)c(C)n3n2)cc1	-27	1	17	3	.	-5	-43	0.1
CCOC(=O)c1c(O)c2ccccc2n(CC)c1=O	0	-18	.	.	.	-42	4	0.0
CO[C@H]1CN(C)C(=O)c2cc(NC(C)=O)ccc2OC[C@@H](C)N(C(=O)C2CCCCC2)C[C@H]1C	-10	1	-0.2	-10	-1	-5	-4	-0.1
C[C@@H]1CN([C@@H](C)CO)C(=O)c2cccc(NC(=O)C3CC3)c2O[C@@H]1CN(C)S(=O)(=O)c1ccccc1	-7	-2	-0.1	-1	5	.	-7	0.0
Cc1cc(C)cc(SCc2noc(C(=O)NCCC(C)C)c2C(=O)NCCC(C)C)c1	2	-2	-0.1	-11	5	-6	20	-0.1
COc1ccc(C(=O)Cn2c(NCCCO)nc3ccccc32)cc1OC	-18	-2	0.3	-7	-4	1	-18	0.1
CC(=O)OCCOCn1cnn2c(=O)c(Br)c(C)nc12	-13	-6	1.1	-2	5	-14	1	0.0
Cn1c(CNC(=O)c2ccccc2F)cc2ccccc21	-25	-3	.	-5	-2	5	-8	0.6
COc1ccccc1CNC(=O)CSc1nc2c(oc3ccccc32)c(=O)n1CC1CCCO1 (configuration not stated)	-3	-1	.	-6	5	1	1	-0.1
Cc1ccc(NC(=O)COC(=O)c2cccnc2)cc1	-16	-13	.	-5	5	.	-1	-0.1
Cc1onc(-c2ccccc2)c1C(=O)NCCc1ccncc1	-3	0	-0.2	4	-4	0	-4	0.2
CC(C)OC(=O)N(C)C[C@@H]1OCc2ccccc2-c2c(n(C)c3ccccc23)C(=O)N([C@@H](C)CO)C[C@@H]1C	3	1	-0.5	3	0	0	0	0.0
Cc1nccc(-c2cccc(NC(=O)c3ccccc3Cl)c2)n1	4	-2	-0.1	.	.	-18	8	0.2
CC(C)c1cccc(-c2csc(C(O)c3cccc(Cl)c3)n2)c1 (configuration not stated)	-11	-1	-0.3	-1	7	-8	-21	0.0
Cc1ccc(S(=O)(=O)CCC(=O)N2CCN(c3ccc([N+](=O)[O-])cc3)CC2)cc1	0	-3	.	-14	-1	9	.	0.0
C/C=C/c1cnc2c(c1)C(=O)N([C@H](C)CO)C[C@@H](C)[C@H](CN(C)C(=O)Nc1ccccc1F)O2	-6	-6	-0.1	3	-5	.	-13	0.1
COc1ccc(CNC(=O)CCS(=O)(=O)Cc2ccc(C)cc2)c(OC)c1	-14	3	-0.2	.	.	-2	3	-0.1

Among those listed so far, these have fluorine:
SMILES	RAD52 anneal inh	S100A4 inh HTS	E-sel inducer	RAD54 branch	esBAF inh	FN deposit inh	EWS-Fli block	Xi reactivation
CCN1C(=O)[C@H]2[C@@H](c3ccc(OC)cc3)N[C@]3(CCCN(Cc4ccc(F)cc4)C3=O)[C@H]2C1=O	-5	3	-0.1	3	-3	-6	-8	-0.1
CC(=O)N1[C@@H]2c3cccc(=O)n3C[C@H]1[C@H](CO)[C@H]2C(=O)NCc1ccc(F)cc1	-17	.	0.1	-6	5	.	6	0.4
C[C@@H]1CN([C@@H](C)CO)C(=O)Cc2cc(NS(=O)(=O)c3cn(C)cn3)ccc2O[C@@H]1CN(C)S(=O)(=O)c1ccc(F)cc1	23	-49	-0.3	.	-8	.	-8	-0.7
CN1C(=O)c2cc(NS(=O)(=O)c3ccccc3F)ccc2OC[C@@H]2O[C@H](CC(=O)NC3Cc4ccccc4C3)CC[C@@H]21	15	-4	0.2	-3	16	-8	0	0.0
CC(C)(C)[C@H]1COC(=O)[C@@H](Cc2ccc(F)cc2)CC/C=C/C[C@@H](CC(=O)N[C@H](CO)Cc2ccccc2)C(=O)N1	-6	0	0.2	-9	3	18	6	-0.1
C[C@@H]1CN([C@@H](C)CO)C(=O)c2cc(C3=CCCCC3)cnc2O[C@H]1CN(C)C(=O)Nc1ccc(F)cc1	10	-1	0.7	8	11	5	3	0.8
CC1(c2ccc(OC(F)F)cc2)NC(=O)N(CC(=O)Nc2cccc(F)c2)C1=O (configuration not stated)	-12	-3	.	8	-11	4	2	0.1
Cc1c(NC(=O)CSc2nnc(-c3ccccc3F)o2)c(=O)n(-c2ccccc2)n1C	-35	8	.	0	-1	-13	2	0.3
Cn1c(CNC(=O)c2ccccc2F)cc2ccccc21	-25	-3	.	-5	-2	5	-8	0.6
C/C=C/c1cnc2c(c1)C(=O)N([C@H](C)CO)C[C@@H](C)[C@H](CN(C)C(=O)Nc1ccccc1F)O2	-6	-6	-0.1	3	-5	.	-13	0.1

Source: PubChem (Broad Institute)
